# Casp1 inh – caspase-1 (human) inhibition, allosteric or competitive | P29466 | Caspase-1 enzyme, Ac-WEHD-AFC fluorogenic rate | Potency, µM (doses to about 57.5 µM), for inactives: at the top dose activity change, negative = inhibition, most hits filed as inhibitors | 0.03% of 75,000 active | AID 900;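 note: potency is the fitted concentration of half-maximal effect; plate controls were vehicle for no effect and no substrate for full effect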
# Ub-GFP proteasome – proteasome inhibitors stabilizing ubiquitin-GFP reporter; 67,000 tested, under 10 active; Ubiquitin-GFP reporter cells, proteasome inhibition, GFP fluorescence; response scale: untreated = 0%, 10 µM MG-132 = 100%; Potency, µM (highest dose often 45.9 µM), without a hit: at the highest dose activation (GFP accumulation), usual class: activators; AID 526; active = well fitted activation curve with a large enough effect, not every such curve was filed as active; inconclusive = small, poorly fitted or top-dose-only effect, or another doubt; inactive = no such curve, though single readings can be large or run the other way; note: potency is the fitted concentration of half-maximal effect
#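 U2OS Ub(G76V)-GFP reporter; O/N plating, 0.5% FBS; cpd 46 uM–2.9 nM, 4 h, 37 °C; GFP+ cell count, 488/515 nm; norm. to basal vs 10 uM MG-132; CRC fit.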
# USP2a inh – blocks human ubiquitin-specific protease USP2a | 0.1% of 60,000 active | USP2a enzymatic assay, qHTS inhibition | O75604 | Potency, µM (series often up to 38.3 µM), without a hit: at the top dose activity change, negative = inhibition, hits mostly inhibitors;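 note: potency is the fitted concentration of half-maximal effect; nearly all actives have a fitted effect of over 60% in size; plate controls were DMSO for no effect and NEM full inhibition control for full effect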
# Target sequence (O75604 whole entry, looked up): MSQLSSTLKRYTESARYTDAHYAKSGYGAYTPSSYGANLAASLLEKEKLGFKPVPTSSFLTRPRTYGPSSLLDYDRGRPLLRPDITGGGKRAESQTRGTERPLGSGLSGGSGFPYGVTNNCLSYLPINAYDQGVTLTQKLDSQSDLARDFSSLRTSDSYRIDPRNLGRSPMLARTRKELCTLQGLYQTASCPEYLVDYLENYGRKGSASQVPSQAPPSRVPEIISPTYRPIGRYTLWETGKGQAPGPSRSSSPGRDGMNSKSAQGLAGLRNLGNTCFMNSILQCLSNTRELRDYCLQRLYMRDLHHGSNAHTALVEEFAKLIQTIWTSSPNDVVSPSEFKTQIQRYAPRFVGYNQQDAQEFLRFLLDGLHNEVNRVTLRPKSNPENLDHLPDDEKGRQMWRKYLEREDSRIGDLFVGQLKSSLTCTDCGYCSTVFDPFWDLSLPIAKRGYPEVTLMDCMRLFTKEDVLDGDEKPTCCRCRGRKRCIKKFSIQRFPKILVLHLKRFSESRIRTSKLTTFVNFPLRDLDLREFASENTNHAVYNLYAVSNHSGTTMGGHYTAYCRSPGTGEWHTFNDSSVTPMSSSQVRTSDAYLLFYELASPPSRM
#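 Inhibition is measured in a cell-free coupled assay with 20 nM USP2 core, 20 nM Ub-PLA2 and 20 uM NBD C6-HPC, 2.5 h incubation. Activity normalized to NEM control.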
# A350 fluor – A350 region autofluorescence; Compound autofluorescence, 340/450 nm, Alexa 350 dye-equivalents; hits give high values; max dye-equivalent concentration, M; 11% of 59,000 active; in the data active = max dye-equivalent concentration above about 10 nM; inconclusive = mostly about 1.1 nM to 9.6 nM
# Casp7 inh – allosteric or competitive inhibitors of human caspase-7; AID 889; Potency, µM (highest dose often 57.5 µM), inactives show at the highest dose activity change, negative = inhibition, usual class: inhibitors; 0.02% of 75,000 active; recombinant caspase-7, Ac-DEVD-AFC fluorescence rate; P55210; active = well fitted inhibition curve with a large enough effect in the main read-out, with a control signal flat, not every such curve was filed as active; inconclusive = small, poorly fitted or top-dose-only effect, or a change in a side signal; note: potency is the fitted concentration of half-maximal effect; % of control where 0% means no effect
# Target sequence (P55210 24-198 limits assumed): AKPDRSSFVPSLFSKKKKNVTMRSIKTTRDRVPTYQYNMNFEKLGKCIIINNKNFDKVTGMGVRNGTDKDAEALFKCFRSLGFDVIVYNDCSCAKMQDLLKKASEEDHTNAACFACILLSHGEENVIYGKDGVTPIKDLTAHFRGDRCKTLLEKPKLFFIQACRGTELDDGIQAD
# Target sequence (P55210 207-303 limits assumed): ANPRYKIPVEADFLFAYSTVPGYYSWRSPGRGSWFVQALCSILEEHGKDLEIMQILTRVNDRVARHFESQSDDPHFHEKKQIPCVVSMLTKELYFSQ
# BRCT PPI green – BRCA1 BRCT-phosphoprotein interaction inhibition | 0.05% of 75,000 active | Potency, µM (titrated, usually from 76.9 µM), without a hit: top-dose activity change, negative = inhibition, actives largely listed as inhibitors | P38398 | BRCA1 BRCT-phosphopeptide binding, green fluorescence polarization;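 note: potency is the fitted concentration of half-maximal effect; plate controls were peptide without protein for full effect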
#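 Fluorescence polarization: His-tagged BRCT (~35 kDa BRCA1 C-terminus, 250 nM) bound to 100 nM fluorescein-labeled phosphorylated 10-aa BACH1 peptide, pH 7.3 phosphate buffer with DTT and Tween 20. Compounds incubated 12 min at room temperature; inhibition read as lowered polarization.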
# 4MU fluor – 4-MU region autofluorescence. compound autofluorescence, 340/450 nm, 4-MU equivalents; hits give high values. max dye-equivalent concentration, M. 11% of 59,000 active; in the data active = max dye-equivalent concentration above about 10 nM; inconclusive = mostly about 1.1 nM to 9.6 nM
#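 Compounds in 100 mM Tris, pH 8.0, incubated 15 min at room temperature, then fluorescence read at 340 nm excitation/450 nm emission. Signal converted to 4-MU dye-equivalent concentration using an on-plate six-point 4-MU standard curve.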
# Epigenetic mod – derepresses silenced GFP locus in mouse C127i cells; 0.09% of 68,000 active; mouse C127i GFP locus derepression, cytometry, 30 h; Potency, µM (highest dose often 46.1 µM), for inactives: top-dose GFP derepression (activation); note: % of control where 0% means no effect
#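 Derepression screen: silenced CMV-GFP reporter in murine C127i cells, 30 h compound incubation at 37 C, washed cells imaged by laser-scanning cytometer to enumerate GFP-expressing objects of 20 to 120 um.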
# BRCT inh red – BRCT-phosphoprotein interaction inhibition (red fluorophore); Potency, µM (series often up to 76.9 µM), without a hit: at the highest dose activity change, negative = inhibition, usual class: inhibitors; 0.03% of 75,000 active; BRCT-phosphopeptide binding, red fluorescence polarization; AID 892; note: % is set by controls: 0 for no effect and ±100 for the full control effect
#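 Fluorescence polarization: 100 nM His-tagged BRCA1 BRCT with 100 nM TAMRA-labelled phospho-BACH1 decapeptide, phosphate buffer pH 7.3 with 150 mM NaCl, DTT, 0.01% Tween 20; 12 min RT. Binding inhibition seen as FP decrease.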
# Fluorescein autfl – compound autofluorescence in fluorescein spectral region | Compound autofluorescence, 480/540 nm, fluorescein-equivalent; hits give high values | max fluorescein-equivalent concentration, M | 0.91% of 59,000 active; in the data active = max fluorescein-equivalent concentration above about 10 nM; inconclusive = between about 1.1 nM and that limit
#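 Spectral profiling of library compounds in the fluorescein window (480 nm excitation, 540 nm emission) after 15 min at room temperature in pH 8.0 Tris (100 mM). Values are dye-equivalent concentrations.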
# HEK293 cAMP cs – raises cAMP in parental HEK293 cells, TSHR agonist counter-screen; 2.5% of 73,000 active; parental HEK293 CNG cAMP sensor, membrane potential fluorescence; Potency, µM (series often up to 57.1 µM), for inactives: at the top dose activation, actives largely listed as activators; AID 938; note: potency is the fitted concentration of half-maximal effect; % of control where 0% means no effect; nearly all actives have a fitted effect of over 55% in size
#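 Counterscreen for endogenous-receptor signalling: CNG-channel HEK 293 cells report cAMP rise by membrane depolarization. After 60 min dye equilibration with 100 uM RO 20-1724, compounds incubated 30 min before bottom-read fluorescence at 590 nm.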
# * = called active by the depositor; i = inactive; ? = inconclusive; · = no result given; & = joins results of further samples; [ ] = dose if it differs, or a comment. Unless noted, calls come from the whole dose curve; as a rule, active = well fitted curve in the direction sought with a large enough effect; inconclusive = small, poorly fitted or top-dose-only effect, or another doubt; inactive = no such curve, though single readings can be large; an effect the other way counts as inactive or inconclusive. Only part of the results is shown; the hit share may differ from the screen's.
SMILES,Casp1 inh,Ub-GFP proteasome,USP2a inh,A350 fluor,Casp7 inh,BRCT PPI green,4MU fluor,Epigenetic mod,BRCT inh red,Fluorescein autfl,HEK293 cAMP cs
C[C@H]1CCCC=CC2C[C@H](O)C[C@@H]2[C@H](O)/C=C\C(=O)O1 (some centres not stated),0%,3%,·,·,1%,-2.1%,·,1%,-2.4%,·,-6%
O=C(C1CC(=O)N(C2CCCCC2)C1)N1CCC2(CC1)OCCO2 (configuration not stated),0%,5%,-4%,?,1%,-0.8%,?,2%,0.2%,?,6%
CC(=O)OC1CC(OC(C)=O)[C@]2(C)C(CC(OC(C)=O)[C@]3(C)C2CC[C@@]2(C)C(c4ccoc4)C[C@H]4O[C@]432)C1(C)C (some centres not stated),2%,·,25%,·,-1%,-2.2%[3.08 µM],·,·,-2.3%,·,·
COc1ccc(CNCC(=O)N2CCC3(CC2)OCCO3)cc1,-5%,7%,-10%,i,7%,-0.4%,i,-1%,2.5%,?,2%
CCOC(=O)C(O)(c1ccc(NC(=O)c2ccco2)c(OC)c1)C(F)(F)F (configuration not stated),2%,13%,7%,i,-1%,-0.9%,i,8%,0.8%,?,6%
CC(=O)Nc1ccccc1OC(=O)N(C)C,-1%,-1%,-4%,i,0%,-3.4%,i,-3%,-1.1%,?,-1%
CS(=O)(=O)O[C@H]1CN2CCC1CC2,0%[11.5 µM],4%[9.17 µM],·,i,0%[11.5 µM],0.0%[15.4 µM],i,-7%[9.22 µM],1.3%[15.4 µM],i,18%[11.4 µM]
N#Cc1cc2c(nc1SCC(=O)Nc1ccc(Cl)cc1)C1CCN2CC1,0%,4%,-5%,?,-2%,-0.8%,?,-2%,-1.4%,?,2%
CN(C)C1(c2nnnn2CCOC(=O)Nc2ccc(Cl)cc2)CCCCC1,-3%,-2%,20%,?,-1%,-0.7%,?,-5%,-1.3%,?,6%
CC(C)n1cc(C(=O)N(CC(=O)NC2CCCC2)Cc2ccccc2)cn1,0%,2%,-2%,?,8%,1.0%,i,-1%,0.8%,?,6%
C[C@]12Cc3cn4c(nc3C=C1CC[C@H]1[C@@H]2CC[C@@]2(C)[C@H]1CC[C@@]2(O)C#N)nc1ccccc14,3%,2%,16%,?,?,10%,?,2%,-2.0%,?,?
C[C@@]12Cc3cnc(-c4ccccc4)nc3C[C@@H]1CC[C@@H]1[C@H]3CC[C@@](C)(O)[C@]3(C)CC[C@@H]12,3%[11.5 µM],-4%[9.17 µM],·,i,-4%[11.5 µM],-1.4%[15.4 µM],i,0%[9.22 µM],-1.3%[15.4 µM],i,-9%[11.4 µM]
C[C@@]12CCC(=O)C=C1C=C[C@H]1[C@H]3CC[C@](O)(CCC(=O)O)[C@]3(C)CC[C@@H]12,-3%[25.7 µM],-8%[20.5 µM],-4%[17.1 µM],?,1%[25.7 µM],-4.4%[34.4 µM],?,0%[20.6 µM],1.2%[34.4 µM],?,103%[25.6 µM]
Cn1c(O)c(C=Nc2ccc3c(c2)CCC3)c(=O)n(C)c1=O,-3%,3%,4%,·,-1%,1.1%,·,0%,-0.2%,·,16%
Clc1cc(Cl)c(-c2cc(Cl)c(Cl)cc2Cl)cc1Cl,2%,·,·,·,-1%,0.4%,·,·,1.5%,·,?
O=C(Cc1ccccc1)Oc1ccccc1N1C(=O)CCC1=O,0%,-4%,0%,i,-1%,-0.3%,i,3%,-0.8%,i,4%
Cc1ccc(S(=O)(=O)NC(CC(=O)N2CCC3(CC2)OCCO3)c2ccco2)cc1 (configuration not stated),-1%,4%,5%,i,0%,0.7%,i,-3%,0.2%,?,8%
COc1ccc2cc1Oc1ccc(cc1)C[C@H]1c3cc(c(OC)cc3CCN1C)Oc1c(OC)c(OC)cc3c1[C@@H](C2)N(C)CC3,0%[11.5 µM],1%[9.17 µM],107%[activator][17.1 µM],?,-3%[11.5 µM],-0.6%[15.4 µM],?,3%[9.22 µM],-2.6%[15.4 µM],?,4%[11.4 µM]
CC(C)n1cc2c3c(cccc31)[C@@H]1C[C@H](C(=O)O[C@@H](C)[C@H](C)O)CN(C)[C@H]1C2,4%,2%,30%[activator],?,-4%,-2.0%,?,0%,-2.8%,1.1e-08M*,18%
c1csc(CN2CCC3(CCNCC3)CC2)n1,-3%,-4%,12%,i,1%,0.6%,i,0%[9.22 µM],0.3%,i,12%
c1ccc(C2CC3CC4(CCCC4)N2O3)cc1 (configuration not stated),-1%,8%,-3%,·,0%,-1.4%,·,0%,0.9%,·,25%
CO[C@@H]([CH2][Hg])CN1C(=O)c2ccccc2S1(=O)=O.Cn1c(=O)c2nc[nH]c2n(C)c1=O,0%[11.5 µM],-2%[9.17 µM],·,i,-3%[11.5 µM],0.3%[15.4 µM],i,-1%[9.22 µM],1.6%[15.4 µM],?,9%[11.4 µM]
CC[C@H](CO)NC(=O)[C@H]1C=C2c3cccc4[nH]cc(c34)C[C@@H]2N(C)C1,-4%[25.7 µM],-9%[20.5 µM],3%[17.1 µM],4.7e-08M*,-12%[25.7 µM],-2.7%[34.4 µM],5.2e-08M*,2%[20.6 µM],-0.2%[34.4 µM],2.1e-08M*,6%[25.6 µM]
c1ccc2oc(N3CCNCC3)nc2c1,1%,1%,3%,i,-1%,-0.4%,i,0%,0.8%,i,9%
Cc1cccc(NC(=O)CSc2nnc([C@@H](N)Cc3c[nH]c4ccccc34)o2)c1C,-5%,1%,39%[activator],?,-5%,-0.4%,i,2%,-3.1%,i,-3%
COc1cccc(OC)c1C1=NCC(=O)Nc2c1oc1ccc(Br)cc21,-1%,0%,·,·,-7%,0.5%,·,-2%,-2.2%,·,17%
CNNC,1%,·,3%,·,1%,0.7%,·,·,-0.9%,·,·
Cc1ccc2c(c1)CC1(CN2C)C(=O)NC(=O)N(c2cc(C)ccc2C)C1=O (configuration not stated),-1%,-5%,12%,i,-1%,-2.4%,i,2%,-1.3%,?,3%
Cn1c2ccccc2c2c(C(=O)N3CCC4(CC3)OCCO4)cn(C3CCCCC3)c(=O)c21,0%,2%,20%,2.4e-07M*,-1%,2.3%,2.5e-07M*,1%,-1.7%,i,7%
C[N+](=O)[O-],0%,·,·,·,0%,-1.3%,·,·,0.6%,·,-13%
Cc1ccccc1N1C(=O)CC(=O)NC1=O,-5%,-8%,-11%,i,-2%,-1.9%,i,1%,0.1%,i,-4%
Cc1nn(CCC#N)c2c1P(=S)(N1CCCC1)OC(c1ccc(F)cc1)=N2 (configuration not stated),3%,4%,5%,i,-1%,-0.2%,i,0%,-1.0%,?,27%
CN1CCN(C(=O)O[C@@H]2c3nccnc3C(=O)N2c2ccc(Cl)cn2)CC1,2%,-1%&-7%,1%,i,1%,-1.6%,i,1%&-2%,-2.6%,?,?
CCCN1CCC[C@@H]2Cc3[nH]ncc3C[C@H]21,-3%,3%,-10%[17.1 µM],i,0%,-1.5%,i,1%,-0.6%,?,7%
CNC(C)C1CC[C@H](N)[C@@H](OC2C(N)C[C@H](N)[C@@H](OC3OC[C@](C)(O)C(NC)[C@H]3O)C2O)O1 (some centres not stated),-1%,·,-3%,·,-2%,-0.2%[3.08 µM],·,·,-2.0%,·,·
Cl/C=C/CCl,-1%,·,·,·,1%,3.6%,·,·,1.2%,·,29%
Nc1ccc([N+](=O)[O-])cc1[N+](=O)[O-],-2%,·,·,·,-1%,-1.1%,·,·,1.4%,·,-12%
O=P(/C(=N/O)N1CCOCC1)(N1CCOCC1)N1CCOCC1,-2%,0%,-7%,i,0%,-4.0%,i,8%,0.1%,i,-1%
CCOCCCN=Cc1c(O)n(Cc2ccccc2)c(=O)[nH]c1=O,-2%,·,10%,?,-1%,1.4%,?,0%,-0.8%,?,6%
CC(=NCc1ccco1)c1c(O)n(Cc2ccccc2)c(=O)[nH]c1=O,3%,-3%,10%,i,-1%,5.6%,i,0%,0.3%,?,10%
CCc1cccc(CC)c1N(COC)C(=O)CCl,2%,·,-8%,·,2%,-3.8%,·,·,0.8%,·,-19%
CC(C)NP(=O)(NC(C)C)OP(=O)(NC(C)C)NC(C)C,-1%,5%,3%,i,1%,-2.1%,i,0%,1.0%,i,-5%
CN1CCN(C(=O)Cc2nc3ccccc3[nH]2)CC1,-7%,-1%,9%,1e-08M*,-8%,-0.7%,?,3%,-0.1%,?,?
Cc1sc2ncn(CC(=O)N3CCC4(CC3)OCCO4)c(=O)c2c1C,0%,6%,-1%,i,-2%,0.6%,i,-4%,-0.6%,i,-1%
Cc1ccc2c(c1)C1CN(C)CCC1N2C(=O)Cc1cccs1 (configuration not stated),-5%,-2%,6%,?,-3%,-0.9%,i,2%,-1.9%,i,9%
c1ccc(N=NNc2ccccc2)cc1,-5%,·,·,·,-1%,-1.7%,·,·,0.8%,·,-5%

# Bioassay records (PubChem BioAssay)
